# Bioassay records: PubChem, several laboratories
# KKLEB cytotox: CF airway cell cytotoxicity counter-screen. KKLEB CF airway cells viability, ATPlite luminescence, overnight; stronger effect = lower value; cells stimulated with P. aeruginosa culture filtrate. activity change (cytotoxicity), % at 5 µM. 360,000 compounds, 0.36% hits. AID 602141;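 active means corrected activity change at or below -50% at 5 µM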
# Peg3 prom inh: inhibitors of Peg3 promoter | HeLa PEG-Prom luciferase reporter, luminescence, overnight | inhibition, % at 20 µM | 360,000 compounds, 1.7% hits;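 active means inhibition of at least 50% at 20 µM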
# TRPM1 prom inh: MITF TRPM1 promoter inhibition in SK-MEL-5 cells | SK-MEL-5 TRPM1 promoter luciferase, 24 h | inhibition, % at 12.5 µM | 330,000 compounds, 0.83% hits | AID 488899;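 active means mean inhibition across replicates of 60% or more, whatever share of single replicates reaches that level; inconclusive means some that reach 60%, reason not given; inactive means mean inhibition across replicates below 60%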; further: values of inactives mirror those of a sister screen read the other way
# HIF-2a inh: blocks HIF-2a reporter activity; inhibition, % at 18.8 µM; 786-0 RCC cells HIF-2a reporter, luciferase luminescence, overnight; 360,000 compounds, 0.72% hits;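 active means inhibition of the luminescence signal of 40% or more relative to plate controls, in a single-dose primary screen at 18.75 µM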
# LMP1 NFkB inh: inhibitors of Epstein-Barr LMP1-induced NF-kappaB reporter. LMP1-induced NF-kappaB luciferase reporter cells, luminescence. inhibition, % at 12.5 µM. 350,000 compounds, 0.69% hits; in the data active means inhibition above about 41%; inconclusive means no clear call, values can overlap the other calls;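 further: 0% = neutral control wells and 100% = reference inhibitor control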
# CF NFkB block: blocks PAF-induced NF-kB reporter in cystic fibrosis cells; KKLEB NF-kB-GFP reporter, GFP fluorescence overnight; inhibition, % at 5 µM; 360,000 compounds, 0.86% hits;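 active means at least 50% inhibition at 5 µM, scaled per plate between neutral and stimulator controls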;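 further: PAF is a Pseudomonas aeruginosa culture filtrate used as stimulus; plate controls were PAF-stimulated DMSO wells for no effect and unstimulated DMSO wells for full effect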
# iPSC survival up: increases survival of single human iPS cells; hiPSC single-cell survival, ATPlite luminescence; 100% = ROCK inhibitor wells, 0% = DMSO; survival enhancement, % at 20 µM; 360,000 compounds, 0.044% hits; AID 602274; in the data active means survival enhancement above about 18%;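 further: cells exposed to compounds for 16 hours before the ATP read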
# Shn3 3UTR inh: Schnurri-3 reporter inhibition in Clone20 osteoblasts | inhibition, % at 12.5 µM | 360,000 compounds, 0.52% hits | AID 588674 | Clone20 osteoblast Shn3 3'UTR firefly luciferase, 24 h;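 active means mean inhibition of at least 75% with every replicate also reaching 75%; inconclusive means mean inhibition at least 75% but some replicate below; inactive means mean inhibition below 75%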;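 further: 0% = median of neutral control wells and 100% = pilot-screen positive control compound; some compounds past the cut are filed as inactive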
# TRAIL sens C8: sensitizes caspase-8 expressing cells to TRAIL | inhibition (viability loss, TRAIL sensitization), % at 10 µM | 360,000 compounds, 1% hits | NB7+C8 cells + TRAIL, ATPlite viability luminescence;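 active means compounds causing at least 50% loss of cell viability in the single-dose screen, relative to plate controls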
# NR2E3 ag-1: activates human NR2E3 receptor; Q9Y5X4; CHO-S Gal4-NCOR/VP16-NR2E3 two-hybrid, luciferase; inhibition of corepressor binding, % at 3.98 µM; 360,000 compounds, 0.35% hits; AID 602229;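 active means inhibition above the mean of all tested compounds plus 3 SD, cut at about 70% in these data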;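 further: 0% = DMSO with NR2E3 transfected cells and 100% = cells lacking NR2E3 construct; higher means lower luciferase signal from less NR2E3 corepressor binding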
# Target sequence (Q9Y5X4 whole entry, looked up, the tested form may be a part): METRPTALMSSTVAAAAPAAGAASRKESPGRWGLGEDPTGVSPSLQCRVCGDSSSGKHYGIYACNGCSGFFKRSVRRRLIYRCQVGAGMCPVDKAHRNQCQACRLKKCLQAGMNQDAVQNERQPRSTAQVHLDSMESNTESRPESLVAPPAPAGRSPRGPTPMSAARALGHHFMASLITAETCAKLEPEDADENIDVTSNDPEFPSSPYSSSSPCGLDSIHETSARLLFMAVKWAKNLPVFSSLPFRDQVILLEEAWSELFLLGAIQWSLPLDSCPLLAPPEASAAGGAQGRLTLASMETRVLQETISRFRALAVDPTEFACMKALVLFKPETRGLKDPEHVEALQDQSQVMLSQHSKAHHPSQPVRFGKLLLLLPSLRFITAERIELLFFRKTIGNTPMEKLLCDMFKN
# NR2E3 ag-2: agonists of human nuclear receptor NR2E3. GST-NR2E3/biotin-RetCOR TR-FRET, 1536-well. inhibition of corepressor binding, % at 4.78 µM. 320,000 compounds, 0.12% hits. AID 2300. Q9Y5X4;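 active means percent inhibition above the cutoff of mean plus 3 SD of all tested compounds, set per screening campaign, cut at about 20% in these data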;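 further: 0% = DMSO wells and 100% = biotin wells as full block of FRET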
#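 Assay system: NR2E3–RetCOR corepressor complex. Quantity: 1.35 nM GST-NR2E3. Buffer or medium: pH 7.5 Tris-based buffer. Reagent: biotinylated RetCOR corepressor at 7 nM final. Schedule: 5 h at 4 °C. Detection: TR-FRET, emission read at 617 and 671 nm. Replicates: one well per compound, singlicate testing.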
# * hit, by the source's call; ? = inconclusive; nt = not tested or not shown. These rows are one share of the data; the hit share may differ from the screen's.
SMILES,KKLEB cytotox,Peg3 prom inh,TRPM1 prom inh,HIF-2a inh,LMP1 NFkB inh,CF NFkB block,iPSC survival up,Shn3 3UTR inh,TRAIL sens C8,NR2E3 ag-1,NR2E3 ag-2
Fc1cccc(Cl)c1Cn1nnc2c(N3CCC4(CC3)OCCO4)ncnc21,-4,-1,9,-10,0,-5,-2.9,-9,9,-16,-1
Cc1cc(C)c[n+](-c2[nH]c(=O)sc2/C=N/NC([S-])=Nc2ccccc2)c1,16,-6,6,16,6,-1,-0.4,-3,21,-26,-2
[O-][n+]1c2c(c3c4non(O)c4ccc31)CCCC2,13,42,5,-16,-3,30,-0.9,3,-18,70,-3
Cc1ccn(CCC(=O)Nc2ccc(-c3ccno3)cc2)n1,2,-5,2,-24,-1,-6,-0.5,14,-7,-24,0
O=[N+]([O-])c1c(Nc2ccc(Br)cc2)ccc2nonc12,-1,10,-2,20,-20,-18,-0.1,6,-30,-6,-2
C#CCOCCOCCOCCNc1nc(N2CCN(C(=O)[C@H](C)n3cc(CCC(=O)O)nn3)CC2)nc(N2CCN(C(=O)[C@H](Cc3ccc(O)cc3)n3cc(CCO)nn3)CC2)n1,2,0,-6,0,-3,-11,5.1,-19,-18,17,nt
N#CCc1ccc(NC(=O)Nc2cccc3ccccc23)cc1,-13,-70,-17,-68,-3,-8,-0.1,-15,-3,-17,0
O=C(COC(=O)c1ccccc1OCc1ccc(Cl)cc1)NC1CC1,6,-1,2,7,-26,-2,0.1,1,0,-13,0
CCCCCc1ccc(-c2ccc(=O)[nH]n2)cc1,2,-83,-11,-101,-4,10,-0.3,-16,-4,-60,-1
Oc1ccc(C[C@H]2CNC(=S)N2CC2CCCN2C[C@H](Cc2ccccc2)N2C[C@H](Cc3ccc(O)cc3)N(CCc3ccccc3)C2=S)cc1 (some centres not stated),-2,68*,24,-47,3,41,-1.3,29,10,-53,nt
O=C(CNC1CCCCCC1)Nc1ccc(S(=O)(=O)NC2CC2)cc1,1,5,3,13,0,4,2.7,6,-15,0,6
CC1(Cc2ccccc2OC(F)(F)F)C(=O)Nc2ccc(-c3ccsc3)cc21 (configuration not stated),-16,43,nt,-4,nt,2,1.3,45,16,9,nt
c1cc(-c2cc3cc4c(cc3cn2)OCO4)cs1,-20,-464,-72,-303,-21,-31,0.2,-154,17,-74,nt
Nc1ccc(C(=O)Nc2nc3ccccc3s2)cc1,2,-274,-6,-172,-31,-43,-3.2,-24,50*,-124,2
Cc1ccccc1OCc1nc(-c2ccc(NC(=O)c3ccco3)cc2)no1,-5,-177,-102,-210,3,12,0.2,-9,13,-61,1
CC(C)c1ccc(CNc2ccc([N+](=O)[O-])cn2)cc1,12,-379,-80,-295,-57,-13,-0.2,-112,10,-128,3
CN(C(=O)Cn1cnc2sccc2c1=O)C1CCCCC1,7,6,10,-9,-4,5,1.3,-10,-18,15,7
COc1ccc(C(C)(NC(C)=O)c2nc(-c3cnc4ccccc4c3)cs2)cc1 (configuration not stated),4,-43,nt,-87,nt,-6,8.0,-22,3,-59,nt
CC(C)(C)OC(=O)n1cccc1/C=C1\c2ccccc2C(=O)N1c1ccccc1,-29,-9,-10,-16,2,6,-2.4,-16,-6,-35,nt
CC1CCCN(C(=S)Nc2ccc3nc4n(c(=O)c3c2)CCCCC4)C1 (configuration not stated),-5,-16,1,-14,-7,6,1.5,27,13,-17,2

# A second format for two compounds above.
SMILES	KKLEB cytotox	Peg3 prom inh	TRPM1 prom inh	HIF-2a inh	LMP1 NFkB inh	CF NFkB block	iPSC survival up	Shn3 3UTR inh	TRAIL sens C8	NR2E3 ag-1	NR2E3 ag-2
Cc1ccccc1OCc1nc(-c2ccc(NC(=O)c3ccco3)cc2)no1	-5	-177	-102	-210	3	12	0.2	-9	13	-61	1
CC(C)c1ccc(CNc2ccc([N+](=O)[O-])cn2)cc1	12	-379	-80	-295	-57	-13	-0.2	-112	10	-128	3

# (listing goes on)
SMILES,KKLEB cytotox,Peg3 prom inh,TRPM1 prom inh,HIF-2a inh,LMP1 NFkB inh,CF NFkB block,iPSC survival up,Shn3 3UTR inh,TRAIL sens C8,NR2E3 ag-1,NR2E3 ag-2
CCOC(=O)C1=C(CN2CCCCCC2)NC(=O)NC1c1cccc([N+](=O)[O-])c1 (configuration not stated),-1,11,0,15,8,8,1.6,6,-22,10,-2
O=C(Nc1ccccn1)c1ccc(Cl)c(S(=O)(=O)N2CCCC2)c1,-5,-126,-45,-102,-10,6,-0.4,-25,6,-13,-1
Cc1ccc(S(=O)(=O)N(C)C)cc1NC(=O)C(C)N(C)CCOc1ccc(Cl)cc1 (configuration not stated),-8,16,1,17,-2,-6,-0.3,24,-16,-8,3
COc1ccc(-c2oc3ccccc3c(=O)c2OCC(=O)O)cc1,7,-5,-8,7,3,-6,-2.6,-3,-12,5,3
CCOc1ccc(C(=O)Nc2nnc(S(=O)(=O)N3CCCCC3)s2)cc1,-16,-10,2,-16,-9,11,-0.1,-13,-2,9,3
O=C(NCc1ccccc1)c1ccc2c(=O)n3c(nc2c1)CCCCC3,2,0,6,-26,-7,-6,-0.2,-2,2,-37,-1
CCC(C)[C@H](NC(=O)Nc1ccc(C(C)=O)cc1)C(=O)OC (some centres not stated),-17,2,-2,8,8,1,3.9,-2,-7,-14,3
O=C(Nc1cccc([N+](=O)[O-])c1)Nc1cccc([N+](=O)[O-])c1,-22,-15,-9,-118,22,40,2.6,30,21,-13,-1
O=C(CCCCCn1c(=S)[nH]c2cc3c(cc2c1=O)OCO3)N1CCN(Cc2ccccc2)CC1,6,-12,16,8,0,8,5.5,11,-8,0,2
Cc1ccc(F)cc1NC(=O)Nc1cc(C(C)(C)C)nn1C,-3,11,18,17,-3,-4,0.4,8,-12,10,6
Cc1ccc2ncc([N+](=O)[O-])n2c1,5,28,-7,21,-2,10,2.0,-1,5,-15,-2
COc1ccc(/C=C2/C(=O)OCc3cc(OC)c(OC)cc32)cc1,-21,32,-2,-13,10,27,-1.4,7,7,-10,5
Cc1ccc(C)c(OC(=O)c2cccc(S(=O)(=O)N3CCN(C)CC3)c2)c1,10,-4,5,13,-7,-19,-0.4,1,-2,-14,0
COc1ccc(-c2cc(C(=O)Nc3ccccc3SC)no2)cc1OC,-10,-33,-8,-24,13,11,2.3,1,-31,0,-2
O=C(O)CSCC(=O)NCc1cccc(C(F)(F)F)c1,17,3,-20,9,3,-17,0.3,1,-4,-1,1
Cc1cccc(C(=O)Nc2cc(NC(=O)c3cccs3)ccc2C)c1,-5,3,17,-38,9,20,-0.5,3,2,-13,1
Fc1ccc(CN2CCN(C(c3ccccc3)c3ccccc3)CC2)cc1,9,16,-4,16,-9,15,-0.4,-3,-10,2,4
CCCCCc1ccc(-c2cn(Cc3ccc(C)cc3)nn2)cc1,-21,-57,-9,-41,-4,17,-0.9,-17,17,-25,4
CC(=O)c1ccc(N2CCN(C(=O)c3cc(-c4cccnc4)nc4ccc(Br)cc34)CC2)cc1,-4,16,-5,-22,-5,-8,0.7,4,-26,-28,4
CC(C)(C)NC(=O)C1CCN(C(=O)c2ccco2)CC1,1,-9,5,5,-13,14,-0.4,-5,12,-13,-1
CCN(CC)S(=O)(=O)c1ccc(N/N=C/c2ccc(O)cc2O)nc1,4,42,50,2,57*,-1,-0.9,?,18,-10,-3
Cn1c(Cn2c(=O)sc3ccccc32)nnc1SCC(=O)N1CCc2ccccc21,-11,21,0,7,0,12,-1.0,4,-4,-14,3
COc1ccc(N2CCN(C(=O)CN3C(=O)NC(C)(c4ccc5ccccc5c4)C3=O)CC2)cc1 (configuration not stated),-7,19,11,16,14,14,-2.9,17,13,27,4
COCCN(Cc1cc2cc(C)c(C)cc2nc1Cl)C(=O)Nc1ccccc1,10,8,5,-2,3,-32,-1.6,4,15,6,2
O=C(O)CCC1(C(=O)O)OCCc2ccccc21 (configuration not stated),7,4,-12,-25,5,-4,-1.1,0,-28,8,2
O=Cc1ccc(OCc2ccc3c(c2)OCO3)cc1,10,-138,-29,-187,13,-14,-0.7,-53,6,-98,1
CC1(c2ccccc2Cl)NC(=O)N(CC(=O)Nc2ccc(N3CCCCC3)cc2)C1=O (configuration not stated),-2,-67,-2,-6,-3,3,0.4,-15,-7,0,3
COc1ccc(OCCN2CCN(S(=O)(=O)c3ccccc3C#N)CC2)cc1,6,6,11,15,8,-23,-0.4,1,0,8,nt
Cc1ccccc1OCC(O)CN1CCC(C)CC1 (configuration not stated),6,15,13,10,6,-12,1.3,-3,-10,-10,5
Cc1nnc(-c2ccc(Oc3ccc(Cl)cc3)c([N+](=O)[O-])c2)o1,14,11,19,9,4,-4,4.2,5,13,-42,2
COC(=O)c1sccc1NC(=O)Cn1cnc2c1c(=O)n(C)c(=O)n2C,0,15,7,11,-2,-9,-0.8,-3,6,0,6
COC(=O)c1ccc(C(=O)Nc2cc(Cl)ccc2Cl)cc1NC(=O)c1ccc(N(C)C)cc1,-11,9,4,8,-3,-21,0.1,-5,-9,-3,2
O=C1c2ccccc2C(Nc2ccc(S(=O)(=O)N3CCCCC3)cc2)N1c1ccccn1 (configuration not stated),11,9,-7,6,-14,17,0.1,30,15,-29,4
CN1CCN(c2ccc(CNC(=O)C3(C)Cc4c(-c5ccc6c(c5)OCO6)ccnc4O3)cc2)CC1 (configuration not stated),5,8,nt,-4,nt,-28,-2.3,1,8,-13,nt
CC(C)(C)OC(=O)[C@H](Cc1ccccc1)NC(=O)c1[nH]cnc1C(=O)Nc1ccccc1F,-6,33,nt,21,-3,-16,1.8,20,62*,-16,nt
O=C(Nc1ccc2c(c1)OCO2)N1CCCC1,9,-87,-28,-114,-1,4,-2.1,-28,-4,-47,5
COCCCn1c(SC(C)C(=O)NC2CC2)nc2ccccc2c1=O (configuration not stated),-1,-11,-11,3,-5,-50,0.0,-1,12,-6,2
CCN(CC)S(=O)(=O)c1ccc(NC2CCCc3ccccc32)nc1 (configuration not stated),-4,4,6,-25,-2,-5,-0.5,19,-4,-10,-2
COc1ccc(C(=O)Nc2ccc(NC(=O)c3ccccn3)cn2)cc1,-5,-86,-17,-90,4,-3,5.0,-7,10,2,nt
COC(=O)C(Cc1ccccc1)NC(=O)CCCC(=O)NCc1cccc(OC)c1 (configuration not stated),1,12,-4,0,3,-10,-0.5,-2,-8,16,0
Cc1ccc(N(C(=O)c2csnn2)C(C(=O)NC2CCCCC2)c2ccccn2)c(C)c1 (configuration not stated),-6,5,-3,9,-2,-5,-0.2,-9,-8,-3,0
COc1ccc(S(=O)(=O)N2CCCCCC2)cc1C(=O)N(C)Cc1ccco1,-1,-23,-3,3,-6,14,1.3,13,-3,-41,0
CCCSc1nc2[nH]ncc2c(=O)[nH]1,-4,6,0,15,2,9,-0.4,9,5,9,-1
